D1 potentiator: enhances dopamine response at the human D1 receptor; P21728; HEK293 TREx D1 cells, calcium flux, dopamine EC20 potentiation; potentiation, % at 10 µM; hit rate 0.036% among 360,000; AID 504651; in the data active = potentiation above about 30%; also: 0% is about no effect
Anesthetic bind: binds horse apoferritin like a general anesthetic; P02791; apoferritin/1-aminoanthracene competitive binding, fluorescence; Potency, µM (highest dose often 77.5 µM), for inactives: at the top dose activity change, negative = displacement, most hits filed as inhibitors; hit rate 0.074% among 350,000; AID 485281; also: potency is read from the fitted curve at half-maximal effect; % is scaled to controls: 0 for no effect and ±100 for the full control effect; nearly all actives have a fitted effect of over 20% in size
Target sequence (P02791 2-175 limits assumed): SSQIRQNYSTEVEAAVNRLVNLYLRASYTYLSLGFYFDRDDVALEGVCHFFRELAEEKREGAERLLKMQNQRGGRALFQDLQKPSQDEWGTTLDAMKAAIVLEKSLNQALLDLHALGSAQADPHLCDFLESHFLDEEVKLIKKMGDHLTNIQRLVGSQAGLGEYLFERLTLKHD
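Horse-spleen apoferritin (10 uM) in 50% saturated 1-aminoanthracene in PBS was incubated 10 min at room temperature with compound. Fluorescence (ex 380, em 535 nm) was normalized to free and bound 1-AMA, with concentration-response fitted by a four-parameter Hill equation.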
D1 antagonist: antagonists of human D1 dopamine receptor. HEK293 TREx D1 cells, calcium flux, dopamine EC80; stronger effect = lower value. P21728. activity change, negative = inhibition, % at 10 µM. hit rate 3.2% among 360,000; in the data active = activity change below about -30%; also: % is scaled to controls: 0 for no effect and ±100 for the full control effect
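Inducible Hek293 Trex D1 cells (tetracycline, overnight, 30 C). Calcium dye 30–90 min RT. Antagonist mode: EC80 dopamine added after 180 s compound read.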
D2 potentiator: positively modulates the human D2 dopamine receptor allosterically | P14416 | HEK293 T-REx D2, calcium flux, EC20 dopamine potentiation | potentiation, % at 10 µM | hit rate 0.34% among 340,000 | AID 485347;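 active = potentiation over 3 SD above the plate norm, cut at about 30% in these data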; also: 0% is about no effect
Target sequence (P14416 whole entry, looked up): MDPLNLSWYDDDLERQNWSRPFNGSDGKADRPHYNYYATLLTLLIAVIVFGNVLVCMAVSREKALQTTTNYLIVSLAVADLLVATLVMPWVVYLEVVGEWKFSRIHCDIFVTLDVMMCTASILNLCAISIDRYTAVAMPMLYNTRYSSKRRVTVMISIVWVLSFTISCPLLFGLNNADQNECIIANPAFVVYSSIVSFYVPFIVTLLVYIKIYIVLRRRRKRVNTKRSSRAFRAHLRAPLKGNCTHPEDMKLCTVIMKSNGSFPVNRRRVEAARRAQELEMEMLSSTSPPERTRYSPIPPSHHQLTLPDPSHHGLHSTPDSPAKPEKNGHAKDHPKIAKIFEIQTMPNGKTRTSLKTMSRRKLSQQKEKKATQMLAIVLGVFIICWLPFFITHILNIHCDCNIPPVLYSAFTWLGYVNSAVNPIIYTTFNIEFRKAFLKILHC
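Primary screen. Calcium kinetics in induced HEK293 T-REx D2 cells: compound pre-addition 180 s, EC20 dopamine, 180 s more.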
D1 ag: activates the human D1 dopamine receptor. P21728. HEK293 T-REx D1 cells, calcium flux, agonist mode. activation, % at 2 µM. hit rate 1% among 360,000. AID 504660; in the data active = activation above about 30%; also: 0% is about no effect
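Tetracycline-induced HEK293 TREx D1 cells, force-coupled to calcium signalling, were dye-loaded with a no-wash calcium kit. Compound was pin-added after a 10 s baseline. Fluorescence was read kinetically at 1 cycle/s for 180 s, with calcium rises flagged as agonism.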
TRHR ag: agonists of human TRH receptor; P34981; TRHR cells, calcium flux fluo-8, FDSS agonist mode; activation, % at 2 µM; hit rate 0.18% among 360,000; AID 493084; in the data active = activation above about 30%; also: 0% is about no effect
Target sequence (P34981 whole entry, looked up): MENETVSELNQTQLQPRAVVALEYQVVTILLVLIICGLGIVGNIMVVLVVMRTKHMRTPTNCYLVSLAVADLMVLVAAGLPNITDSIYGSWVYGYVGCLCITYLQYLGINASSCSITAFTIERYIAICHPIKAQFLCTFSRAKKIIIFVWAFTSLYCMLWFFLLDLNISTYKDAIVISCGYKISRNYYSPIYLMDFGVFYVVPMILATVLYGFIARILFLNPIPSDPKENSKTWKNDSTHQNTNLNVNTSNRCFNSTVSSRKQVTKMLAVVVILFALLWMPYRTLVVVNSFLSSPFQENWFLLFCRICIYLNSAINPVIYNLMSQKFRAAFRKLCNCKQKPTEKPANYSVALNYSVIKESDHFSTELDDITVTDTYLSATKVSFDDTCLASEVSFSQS
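Steps: seed TRHR cells overnight; add fluo-8 no-wash Ca dye, RT 30 min–1.5 h; record 10 s baseline; pin-transfer compounds; monitor fluorescence 1 cycle/s for the agonist window. Calcium increases flag candidate agonists.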
RXFP1 agonist: activates the human relaxin receptor RXFP1. hit rate 0.3% among 370,000. Potency, µM (doses to about 57.5 µM), inactives show at the highest dose activation, most hits filed as activators. AID 2676. HEK293T-RXFP1 cAMP TR-FRET, 30 min; response scale: percent of porcine relaxin response, buffer zero. Q9HBX9; also: potency is read from the fitted curve at half-maximal effect; % is scaled to controls: 0 for no effect and ±100 for the full control effect; nearly all actives have a fitted effect of over 60% in size; many of its hits are not listed in these tables
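HEK293 cells stably expressing RXFP1, treated 30 min at 37C with compounds plus PDE4 inhibitor Ro 20174; cAMP measured by HTRF TR-FRET. Normalized to buffer and 29 nM porcine relaxin; EC50 by Hill fit.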
RXFP1 antag: antagonists of human relaxin receptor RXFP1; HEK293-RXFP1, relaxin-stimulated cAMP HTRF, 30 min; stronger effect = lower value; hit rate 0.59% among 350,000; activity change, negative = inhibition, % at 57.5 µM;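 active = activity change of -60% or lower, but not beyond a set lower limit; inconclusive = change between -60% and -40%, or beyond the set limit; inactive = change above -40%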; also: % is scaled to controls: 0 for no effect and ±100 for the full control effect
TRHR enhancer: allosterically enhances the human TRH receptor | P34981 | TRHR cells, fluo-8 calcium fluorescence, EC20 TRH enhancement | enhancement, % at 2 µM | hit rate 0.66% among 360,000 | AID 493056; in the data active = enhancement above about 30%; also: 0% is about no effect
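TRHR-expressing cells loaded with fluo-8 calcium dye were read kinetically (ex 480/em 530) during compound addition, then stimulated with an EC20 of TRH (10 nM final). Enhancement of the Gq-mediated intracellular calcium response was scored.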
An asterisk follows results filed as active; ? = inconclusive; / = no result given. Unless noted, calls follow the shape of the dose curve; as a rule, active = well fitted curve in the direction sought with a large enough effect; inconclusive = small, poorly fitted or top-dose-only effect, or another doubt; inactive = no such curve, though single readings can be large; an effect the other way counts as inactive or inconclusive. This is a subset; the hit share may differ from the screen's.

#1 Cc1ccc(NC(=O)Cc2csc(C)n2)c(C)c1
#2 CC(=O)Oc1ccc(-c2cccc(C(=O)Oc3ccccc3)c2)cc1
#3 CN(C)S(=O)(=O)c1ccc(N)c([N+](=O)[O-])c1
#4 CN1CCN(C2CCN(S(=O)(=O)c3ccc(C(C)(C)C)cc3)CC2)CC1
#5 Cc1nc(NC(=O)c2cccnc2)ccc1Br
#6 O=C(C1CCCN(S(=O)(=O)c2cc(Cl)ccc2Cl)C1)N1CCCC1 (configuration not stated)
assay / compound,1,2,3,4,5,6
D1 potentiator,1,-3,-4,-1,-12,-8
Anesthetic bind,-2%,-15%,-4%,-13%,-17%,-9%
D1 antagonist,-13,/,-10,11,11,-26
D2 potentiator,/,6,-6,-6,19,/
D1 ag,0,22,0,3,3,-1
TRHR ag,-0.5,2.1,0.1,0.6,1.0,0.0
RXFP1 agonist,0.6%,-0.5%,4.4%,0.1%,0.6%,0.3%
RXFP1 antag,-6,1,22,-2,9,-13
TRHR enhancer,2,-11,-3,-2,5,2

#7 COc1cc2ccccc2cc1C(=O)Nc1cccc(-c2nc3cc(C)ccc3o2)c1C
#8 COc1cc([N+](=O)[O-])ccc1N
#9 CSc1ccccc1NC(=O)CN(C)CC(=O)NCc1ccccc1
#10 Cc1cccc(C(=O)OC(C)C(=O)NC(=O)NC2CCCCC2)c1O (configuration not stated)
#11 CCCCCc1ccc(C(=O)CCC(=O)OCC(=O)N(CC)c2c(N)n(Cc3ccccc3)c(=O)[nH]c2=O)cc1
#12 O=C(CCCN1CCc2[nH]c3ccc(F)cc3c2C1)c1ccc(F)cc1
assay / compound,7,8,9,10,11,12
D1 potentiator,1,10,-5,2,-1,-4
Anesthetic bind,9%,-14%,-4%,/,/,-18%
D1 antagonist,6,6,-22,0,2,-73*
D2 potentiator,5,7,-4,11,/,-28
D1 ag,0,2,4,18,6,56*
TRHR ag,0.0,-0.5,-0.7,-0.5,1.3,0.7
RXFP1 agonist,1.7%,0.7%,1.8%,1.5%,0.4%,-1.0%
RXFP1 antag,-4,-1,-19,-11,-8,-20
TRHR enhancer,3,2,4,14,0,14

Laid out differently: entries from further up.
Values in the order: D1 potentiator	Anesthetic bind	D1 antagonist	D2 potentiator	D1 ag	TRHR ag	RXFP1 agonist	RXFP1 antag	TRHR enhancer
5	Cc1nc(NC(=O)c2cccnc2)ccc1Br
  -12	-17%	11	19	3	1.0	0.6%	9	5
6	O=C(C1CCCN(S(=O)(=O)c2cc(Cl)ccc2Cl)C1)N1CCCC1 (configuration not stated)
  -8	-9%	-26	/	-1	0.0	0.3%	-13	2

Continuation.
#13 CC(c1ccccc1)n1c(N2CCNCC2)nc2c1c(=O)[nH]c(=O)n2C (configuration not stated)
#14 COc1ccc(C(=O)c2oc3ccccc3c2NC(=O)COc2ccccc2)cc1
#15 Cc1cc(-n2cccn2)ccc1CN1CCN(C2CCCC2)C(CCO)C1 (configuration not stated)
#16 O=C(NCCn1cc(SCc2ccccc2)c2ccccc21)c1c(F)cccc1F
#17 O=C(COC(=O)c1ccccc1[N+](=O)[O-])c1ccc2c(c1)OCO2
#18 Cc1ccc(Sc2cnc3ccccc3n2)cc1
assay / compound,13,14,15,16,17,18
D1 potentiator,2,0,7,-7,-9,2
Anesthetic bind,-1%,5%,-6%,7%,/,?
D1 antagonist,1,2,15,-9,-19,4
D2 potentiator,0,-7,13,-3,-3,/
D1 ag,4,3,3,1,4,-1
TRHR ag,0.3,0.6,-0.2,0.9,0.0,-0.3
RXFP1 agonist,-0.5%,5.1%,-2.2%,0.2%,-0.6%,16%
RXFP1 antag,-3,-16,11,1,-3,-3
TRHR enhancer,4,1,5,-10,0,0

#19 COc1ccccc1N1CCN(C(=O)CC2NC3CCCCC3NC2=O)CC1 (configuration not stated)
#20 O=S(=O)(NCc1cccnc1)c1ccc(Cl)cc1
#21 C/C(=N\O)c1c(O)cc(-c2ccccc2)n(-c2ccccc2)c1=O
#22 CCCC1CCC(=NNC(=O)OC(C)(C)C)CC1 (configuration not stated)
#23 CC1=C(C(=O)N(C)C)C(c2ccc(Cl)c(Cl)c2)NC(=O)N1 (configuration not stated)
#24 COc1ccc(C2C(=O)N(C3CCCCCC3)CC(=O)N2Cc2ccc(C)cc2)cc1OC (configuration not stated)
assay / compound,19,20,21,22,23,24
D1 potentiator,-2,-2,-2,9,-6,2
Anesthetic bind,-11%,-9%,-9%,0%,-15%,3%
D1 antagonist,1,0,26,-1,6,9
D2 potentiator,2,-10,-24,12,-7,2
D1 ag,0,2,0,0,1,-3
TRHR ag,-0.2,0.1,0.4,0.9,0.3,-0.9
RXFP1 agonist,0.4%,0.0%,-0.2%,0.2%,-0.3%,6.1%
RXFP1 antag,/,2,-1,0,1,-1
TRHR enhancer,20,3,-5,11,-3,-1

#25 COc1ccc2[nH]cc(CCNC(=O)Nc3c(C)cccc3C)c2c1
#26 Cc1nnc(Sc2nc3c(c(=O)[nH]c(=O)n3C)n2CCCc2ccccc2)s1
#27 O=C(CCN1CCC(c2ccccc2)C1)c1cccs1 (configuration not stated)
#28 CC(=O)NC(CC(=O)NC12CC3CC(CC(C3)C1)C2)c1ccccc1 (configuration not stated)
#29 Cc1cc(C(=O)OCC(=O)Nc2cccc(S(N)(=O)=O)c2)c2ccccc2n1
#30 COc1ccc(OC)c(CC(=O)Nc2ccc3c(c2)CCC3)c1
assay / compound,25,26,27,28,29,30
D1 potentiator,-3,/,-2,3,-1,/
Anesthetic bind,-6%,-4%,-13%,4%,-6%,-4%
D1 antagonist,0,12,0,-10,6,4
D2 potentiator,-1,3,-23,7,5,-2
D1 ag,3,1,-1,0,2,2
TRHR ag,0.2,0.1,-0.7,0.4,-0.5,-1.4
RXFP1 agonist,2.9%,2.4%,-0.3%,-0.3%,-0.1%,0.3%
RXFP1 antag,-10,/,-11,/,-8,12
TRHR enhancer,-3,-3,-1,-3,3,-8

#31 Cc1nc2c(C(=O)Nc3ccc(N4CCCC(O)C4)cc3)snc2c(=O)[nH]1 (configuration not stated)
#32 COc1ccc(OC)c(-n2c(-c3cccc(C)c3)n[nH]c2=S)c1
#33 c1ccc(N2CCN(c3nnc(Cc4cccnc4)c4ccccc34)CC2)nc1
#34 COc1ccc(NC(=O)CCSc2ccc(C)cc2)cc1S(=O)(=O)Nc1ccccc1Cl
#35 COc1ccc(N2CC(NC(=O)CCc3ccccc3)CC2=O)cc1OC (configuration not stated)
#36 COc1ccc(N2CCN(C(=O)CCc3c(C)nc4cc(-c5ccc(Cl)cc5)nn4c3C)CC2)cc1
assay / compound,31,32,33,34,35,36
D1 potentiator,-2,-2,-3,5,-1,-7
Anesthetic bind,-9%,-10%,-16%,13%,2%,3%
D1 antagonist,-12,25,-6,10,/,-39*
D2 potentiator,-2,/,0,11,13,9
D1 ag,3,0,0,5,8,1
TRHR ag,-0.3,0.4,-0.8,1.1,0.1,-0.4
RXFP1 agonist,0.0%,4.4%,3.7%,-0.2%,2.8%,?
RXFP1 antag,-3,-25,-3,33,/,/
TRHR enhancer,6,3,5,2,-4,0

Record cards, from the list above. Order of screens: D1 potentiator	Anesthetic bind	D1 antagonist	D2 potentiator	D1 ag	TRHR ag	RXFP1 agonist	RXFP1 antag	TRHR enhancer
COc1ccc(NC(=O)CCSc2ccc(C)cc2)cc1S(=O)(=O)Nc1ccccc1Cl is listed as 5	13%	10	11	5	1.1	-0.2%	33	2
COc1ccc(OC)c(-n2c(-c3cccc(C)c3)n[nH]c2=S)c1 is listed as -2	-10%	25	/	0	0.4	4.4%	-25	3
COc1ccc(N2CCN(C(=O)CCc3c(C)nc4cc(-c5ccc(Cl)cc5)nn4c3C)CC2)cc1 is listed as -7	3%	-39*	9	1	-0.4	?	/	0
Cc1nc2c(C(=O)Nc3ccc(N4CCCC(O)C4)cc3)snc2c(=O)[nH]1 (configuration not stated) is listed as -2	-9%	-12	-2	3	-0.3	0.0%	-3	6

(further entries)
#37 O=C(Nc1ccccc1)Nc1ccc(-n2ccc(C(F)(F)F)n2)cc1
#38 COc1cc2cc(C(c3nnnn3C(C)(C)C)N3CCC(C)CC3)c(=O)[nH]c2cc1OC (configuration not stated)
#39 COc1ccc(/C=C2\SC(=S)N(NS(=O)(=O)c3ccccc3)C2=O)c(OC)c1
#40 CC(C)n1c(SCC(=O)c2ccc(F)cc2)nc2c(sc3ccccc32)c1=O
#41 O=C(NCC(c1ccc(F)cc1)N1CCOCC1)c1cccc(Br)c1 (configuration not stated)
#42 CCCCc1ccc(NS(=O)(=O)c2cccs2)cc1
assay / compound,37,38,39,40,41,42
D1 potentiator,-3,5,-1,-3,2,-1
Anesthetic bind,-2%,-2%,-6%,4%,-11%,?
D1 antagonist,-18,-5,-8,8,8,9
D2 potentiator,-11,6,-3,-2,-7,4
D1 ag,12,1,0,2,-5,13
TRHR ag,2.4,0.5,-0.3,0.0,-0.6,0.2
RXFP1 agonist,3.8%,0.4%,3.6%,3.3%,0.3%,0.4%
RXFP1 antag,-6,-1,-68*,-2,13,-11
TRHR enhancer,-5,-1,-1,-3,3,-3

#43 Cc1c(C(=O)Oc2ccc(-c3cnc4ccccc4n3)cc2)cccc1[N+](=O)[O-]
#44 CCN(Cc1cc(=O)[nH]c2ccccc12)C(=O)c1ccc(C)cc1
#45 O=C1OCC(CO)(CO)N=C1NNc1ccccc1[N+](=O)[O-]
#46 O=C(C1CCCN(S(=O)(=O)c2cccc3nsnc23)C1)N1CCCCCC1 (configuration not stated)
#47 Cc1ccc(CN2CCN(CC(=O)NCCCN3CCN(c4ccc(F)cc4)CC3)C2=O)cc1
assay / compound,43,44,45,46,47
D1 potentiator,-8,-13,3,0,-11
Anesthetic bind,-7%,-3%,-3%,-3%,-14%
D1 antagonist,6,-29,1,1,-8
D2 potentiator,11,-20,-3,-13,-12
D1 ag,2,1,1,-1,7
TRHR ag,-0.8,0.6,0.2,0.2,0.0
RXFP1 agonist,18%,0.6%,-2.9%,-1.1%,2.3%
RXFP1 antag,-9,6,-2,2,2
TRHR enhancer,4,0,3,-2,12

Compound activity from PubChem BioAssay.
